NPYLR7 ag: mosquito NPYLR7 agonism; AID 1259423; 270,000 compounds, 0.15% hits; HEK293T NPYLR7/Galpha15, GCaMP6s calcium fluorescence; activation, % at 10 µM; in the data active = activation above about 40%;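 also: 0% = vehicle and 100% = reference agonist at the receptor; some compounds past the cut are filed as inactive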
hcGAS inh: inhibitors of human cGAS | inhibition, % at 12.5 µM | recombinant h-cGAS, ATP depletion, Kinase-Glo luminescence | Q8N884 | AID 1259398 | 290,000 compounds, 0.081% hits;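 also: 0% = vehicle reaction and 100% = reaction without DNA for no activity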
Target sequence (Q8N884 whole entry, looked up): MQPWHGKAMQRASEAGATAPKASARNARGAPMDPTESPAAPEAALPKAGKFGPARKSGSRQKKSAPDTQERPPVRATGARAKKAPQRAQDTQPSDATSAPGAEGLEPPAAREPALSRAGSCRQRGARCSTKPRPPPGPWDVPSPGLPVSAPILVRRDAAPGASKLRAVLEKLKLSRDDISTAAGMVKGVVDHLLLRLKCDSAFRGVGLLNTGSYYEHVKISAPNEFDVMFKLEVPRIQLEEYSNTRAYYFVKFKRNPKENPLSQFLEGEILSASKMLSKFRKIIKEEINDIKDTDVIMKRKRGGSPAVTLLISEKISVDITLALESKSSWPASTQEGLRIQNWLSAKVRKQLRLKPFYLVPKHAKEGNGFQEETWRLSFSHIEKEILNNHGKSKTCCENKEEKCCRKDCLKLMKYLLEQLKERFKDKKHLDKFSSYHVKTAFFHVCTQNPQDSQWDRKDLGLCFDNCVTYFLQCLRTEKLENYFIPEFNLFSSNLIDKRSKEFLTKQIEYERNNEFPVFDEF
mcGAS lum: blocks mouse cGAS activity. Q8C6L5. recombinant cGAS, Kinase-Glo ATP depletion luminescence. inhibition, % at 12.5 µM. 160,000 compounds, 0.15% hits;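 also: 0% = negative control wells and 100% = reference inhibitor with no enzyme activity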
* hit, by the source's call. Rule as the data show it, unless noted: active = inhibition above about 40%; inactive = the rest.

Screening Cn1cc(C(=O)N2CCC(n3nccc3NC(=O)C3CC3)CC2)cn1 returned NPYLR7 ag 9, hcGAS inh 2 and mcGAS lum -12.
For O=C(Nc1nc(-c2ccco2)cs1)c1ccccc1 the results were NPYLR7 ag -7, hcGAS inh -2 and mcGAS lum -1.
Cc1nn(C)c(Cl)c1C1CCCN1c1ccc2nnnn2n1 (stereo not given) was read as NPYLR7 ag -1 and hcGAS inh -6.
For O=C1CC2(CCN(C(=O)OCc3nc(-c4ccc(Cl)cc4)cs3)CC2)Oc2ccc(F)cc21 the results were NPYLR7 ag 0, hcGAS inh 0 and mcGAS lum -2.
`CN(C)c1ccc(NP2(=O)C=C(c3ccccc3)OC(c3ccccc3)=C2)cc1` gave NPYLR7 ag 7 and hcGAS inh -2.
`CCNC(=O)C1(C)CCCN(Cc2cccc3c(OC)cc(C(=O)OCC)cc23)C1` (stereo not given) gave NPYLR7 ag 4, hcGAS inh -1 and mcGAS lum -3.
Cc1nc(CN(Cc2cccs2)c2ccc3c(c2)OCCO3)oc1C was read as NPYLR7 ag 8 and hcGAS inh -1.
`CCc1ccccc1NC(=O)N(CCOC)Cc1nc(C(=O)NCCc2ccc(OC)c(OC)c2)cs1` gave NPYLR7 ag 17, hcGAS inh -10 and mcGAS lum -5.
Screening FC(F)(F)CCc1ccnc(NCc2noc(C3CCCC3)n2)n1 returned NPYLR7 ag 1 and hcGAS inh -7.
For O=C(Cn1nc2c(c1NC(=O)c1ccccc1Cl)CSC2)NCCc1ccccc1 the results were NPYLR7 ag -3, hcGAS inh 3 and mcGAS lum -2.
Screening CC(=O)Oc1ccc2nc(CN3C(=O)c4ccccc4C3=O)oc(=O)c2c1 returned NPYLR7 ag 7, hcGAS inh -3 and mcGAS lum -4.
Screening CCCCN(CC(=O)N(CCc1c[nH]c2ccccc12)Cc1ccc(F)cc1)C(=O)c1ccc(C(F)(F)F)cc1 returned NPYLR7 ag 7, hcGAS inh -4 and mcGAS lum -4.
Screening CC(C)n1c(SCCc2ccccc2)nc2ccccc2c1=O returned NPYLR7 ag -1 and hcGAS inh 5.
Cc1ccc(C(=O)N(C)Cc2ccco2)c(O)c1 was read as NPYLR7 ag 1 and hcGAS inh -4.
For COc1ccc(NC(=O)c2cnn3ccccc23)c(NC(=O)C(C)C)c1 the results were NPYLR7 ag -4, hcGAS inh -4 and mcGAS lum -14.
`CCC(CC)C(=O)N1CCN(C(=O)c2cn(C(C)C)cc3c(=O)n(-c4ccccc4)nc2-3)CC1` gave NPYLR7 ag 1, hcGAS inh -5 and mcGAS lum -7.
Screening CC1=C(c2ccccc2)C1c1nc(CC2CCN(C)CC2)no1 (stereo not given) returned NPYLR7 ag 16 and hcGAS inh -9.
For O=C(Nc1ccc(N2CCCC2=O)cc1)c1ccc(CN2CCOCC2)cc1 the results were NPYLR7 ag -1, hcGAS inh -4 and mcGAS lum -8.
`CC(C)c1nc(CC(=O)N(C)Cc2ccc(C3CC3C)o2)cs1` (stereo not given) gave NPYLR7 ag 6 and hcGAS inh -8.
For CC(C(=O)N1CCCC1)S(=O)(=O)c1nc2c(n1-c1ccccc1)CCCC2 (stereo not given) the results were NPYLR7 ag 2 and hcGAS inh 0.

Compounds above that contain fluorine, in the order listed:
For O=C1CC2(CCN(C(=O)OCc3nc(-c4ccc(Cl)cc4)cs3)CC2)Oc2ccc(F)cc21 the results were NPYLR7 ag 0, hcGAS inh 0 and mcGAS lum -2.
Screening FC(F)(F)CCc1ccnc(NCc2noc(C3CCCC3)n2)n1 returned NPYLR7 ag 1 and hcGAS inh -7.
Screening CCCCN(CC(=O)N(CCc1c[nH]c2ccccc12)Cc1ccc(F)cc1)C(=O)c1ccc(C(F)(F)F)cc1 returned NPYLR7 ag 7, hcGAS inh -4 and mcGAS lum -4.

Next part
For CC1(C)Cc2cccc(OCC(=O)NCc3nnnn3-c3ccc(Cl)cc3)c2O1 the results were NPYLR7 ag -1, hcGAS inh -5 and mcGAS lum -9.
For Cc1cc(C)n(-c2nc3c(c(=O)n2CC(=O)N(C)c2ccccc2)CCC3)n1 the results were hcGAS inh -5 and mcGAS lum -7.
COCCN1C(=O)C2(SCCN2C(=O)c2cccs2)c2ccccc21 (stereo not given) was read as NPYLR7 ag 9, hcGAS inh -5 and mcGAS lum -4.
Screening Cc1ccsc1C1CC1C(=O)O (stereo not given) returned NPYLR7 ag 0, hcGAS inh -8 and mcGAS lum -17.
`Cc1c(-c2cc(C(=O)N(CC3CC3)C(C)C)no2)cnn1C` gave NPYLR7 ag -1, hcGAS inh -1 and mcGAS lum -2.
For CN1CCC(Nc2ccccc2NC(=O)c2ccc(F)cc2)CC1 the results were NPYLR7 ag 12 and hcGAS inh -11.
`Cc1c(C(=O)Nc2cccc(N3CCOC3=O)c2)cnn1C` gave NPYLR7 ag 2 and hcGAS inh -18.
For COC(=O)C12CCC(C)(c3nc4ccccc4nc31)C2(C)C (stereo not given) the results were NPYLR7 ag 0 and hcGAS inh 7.
Screening Cc1ccccc1C(=O)N(CCCN1C(=O)c2cccc3cccc(c23)C1=O)c1ccc(C(C)(C)C)cc1 returned NPYLR7 ag -3 and hcGAS inh -2.
Screening N=c1n(CCN2CCCCC2)c2ccccc2n1CC(O)c1ccc(Cl)c(Cl)c1 (stereo not given) returned NPYLR7 ag -19 and hcGAS inh 1.
`CCC(=O)Nc1ccc(N(C)C)c(CN(CCOC)C(=O)CC)c1` gave hcGAS inh -3 and mcGAS lum -9.
Screening CCn1nc(C)c(NC(=O)CNCc2ccc3c(c2)OCO3)c1C returned NPYLR7 ag 3, hcGAS inh -5 and mcGAS lum -10.
For Cc1cc(C)n(-c2nc3c(c(=O)n2CC(=O)Nc2ccccc2C)CCC3)n1 the results were hcGAS inh -5 and mcGAS lum -6.
Cc1ccc(CC(=O)N(CCO)Cc2ccccc2C)cc1 was read as NPYLR7 ag 7 and hcGAS inh -7.
Screening Cc1cccc(Oc2cc(N3CCN(C(=O)c4ccc(Cl)cc4Cl)C(C)C3)ncn2)c1 (stereo not given) returned NPYLR7 ag -7, hcGAS inh -1 and mcGAS lum 0.
Cc1ccc(C(=O)O)s1 was read as NPYLR7 ag 1, hcGAS inh -8 and mcGAS lum -6.
For COc1cc(C=C2C(=O)NC(=S)NC2=O)ccc1OS(=O)(=O)c1ccccc1 the results were NPYLR7 ag -4, hcGAS inh -7 and mcGAS lum 9.
Screening Brc1ccc2c(c1)C1(CCCC1)CN2Cc1nnc(C2CC2)o1 returned NPYLR7 ag 3 and hcGAS inh -4.
COc1ccc(CCNC(=O)c2ccccc2N2CCC(NC(=O)Nc3cccc(Cl)c3)CC2)cc1 was read as NPYLR7 ag 8, hcGAS inh -5 and mcGAS lum -4.
Screening COCOc1ccc(-c2ncc(OC)nc2NC(=O)c2cc(C)oc2C)cc1 returned NPYLR7 ag 11, hcGAS inh -7 and mcGAS lum -4.
For Cc1cc(Nc2ccc3c(n2)C(=O)N(CC(=O)NCCN(C)C)C3)n(C)n1 the results were NPYLR7 ag 8 and hcGAS inh -11.
For CCn1c(C2CCCN(Cc3cccn3-c3ncccn3)C2)nn(C)c1=O (stereo not given) the results were NPYLR7 ag -4, hcGAS inh -3 and mcGAS lum -19.
N[C@@H]1CC[C@@H](NC(=O)c2n[nH]c3c2CCC3)C1 was read as NPYLR7 ag 10, hcGAS inh 2 and mcGAS lum -14.
Screening CC(C)N1CCC(CN2CCN(C)C(c3ccccc3)C2)CC1 (stereo not given) returned hcGAS inh -12 and mcGAS lum -6.
Screening COc1ccc(Br)cc1C1=N/C(=C\C(Cl)=C\c2ccccc2)C(=O)O1 returned NPYLR7 ag -1 and hcGAS inh -8.
Screening CCOC(=O)C1=C(CSc2nnc(-c3ccco3)o2)NC(=O)NC1C (stereo not given) returned NPYLR7 ag -1 and hcGAS inh -9.
For Cc1nsc(NC(=O)N2CCC(Cn3ccnc3C)CC2)n1 the results were NPYLR7 ag 0, hcGAS inh -2 and mcGAS lum -9.
For C=CCNc1ccc(C(F)(F)F)cn1 the results were NPYLR7 ag 1 and hcGAS inh -2.
`CN(C)S(=O)(=O)c1ccc(C(=O)Oc2coc(CSc3nccn3C)cc2=O)cc1` gave NPYLR7 ag -4, hcGAS inh -7 and mcGAS lum -3.
`O=[N+]([O-])c1ccc(N2CCN(Cc3ccc(-c4ccccc4)cc3)CC2)cc1` gave NPYLR7 ag 1, hcGAS inh -9 and mcGAS lum -8.
`COC(=O)C1=C(C)NC2=C(C(=O)CCC2)C1c1ccc(Br)s1` (stereo not given) gave NPYLR7 ag -15, hcGAS inh 15 and mcGAS lum 6.
Screening Cc1cc(C(=O)N(Cc2cccnc2)c2nc3ccc(F)cc3s2)n(C)n1 returned NPYLR7 ag 3 and hcGAS inh -4.
Screening CC(=O)c1cc(C)c(O)c(CC2C(=O)OC(C)C2=O)c1O (stereo not given) returned NPYLR7 ag -5, hcGAS inh -4 and mcGAS lum -4.
For CCN(CC)C(=O)Cn1cc(C(=O)N(C)Cc2ccccc2C(F)(F)F)nn1 the results were NPYLR7 ag 3 and hcGAS inh -8.
For Cc1ccccc1-c1cc(O)c2c(c1)CN(C(=O)[C@H](C)n1cnnn1)CCO2 the results were NPYLR7 ag -2 and hcGAS inh -6.
`Cc1nc(C(F)(F)F)nc(NCC2COCCN(C)C2)c1C` (stereo not given) gave NPYLR7 ag 2, hcGAS inh -6 and mcGAS lum -11.
For COCCN1CCN(C(=O)C(C)N(C)Cc2ccccc2)CC1 (stereo not given) the results were NPYLR7 ag 2, hcGAS inh 9 and mcGAS lum -1.
Oc1cc2c(cc1C(c1ccc(C(F)(F)F)cc1)N1CCOCC1)OCO2 (stereo not given) was read as NPYLR7 ag 0, hcGAS inh -6 and mcGAS lum -4.
`CC(C)COc1nc(-c2ccc(F)cc2)n(-c2cccc(NC(=O)c3cccc([N+](=O)[O-])c3)c2)n1` gave NPYLR7 ag 17, hcGAS inh -13 and mcGAS lum -4.
`O=C(CSc1ncnc2sc3c(c12)CCCC3)NC(=O)c1ccco1` gave NPYLR7 ag 6 and hcGAS inh -7.
For COCCCN(CC(=O)N1CCc2sccc2C1COc1ccccc1C)C(=O)c1ccc(OC)cc1 (stereo not given) the results were NPYLR7 ag -4, hcGAS inh -8 and mcGAS lum -8.
`COc1cccc(C(=O)N2CCC3(CC2)NC(=O)c2c(C)cccc2N3)c1` gave NPYLR7 ag 3, hcGAS inh -8 and mcGAS lum -6.
Cc1ccc2c(CC(=O)NCCN(C)S(C)(=O)=O)cc(=O)oc2c1 was read as hcGAS inh -3 and mcGAS lum -15.
CCCCc1cnc2c(c1SCC(=O)Nc1nc3ccc(C)cc3s1)c(=O)n(C)c(=O)n2C was read as NPYLR7 ag 6, hcGAS inh -11 and mcGAS lum -8.
CCC(C(=O)Nc1cc(-c2ccc(Cl)cc2)nn1-c1ccc(Br)cc1)c1ccccc1 (stereo not given) was read as NPYLR7 ag 18, hcGAS inh -7 and mcGAS lum -8.
For N#CC1(c2ccccc2)CCN(C(=O)C2CC=CCC2C(=O)NCCNc2cccc3ccccc23)CC1 (stereo not given) the results were NPYLR7 ag -4, hcGAS inh -5 and mcGAS lum -3.
`Cc1nc2sc(C)c(C)n2c(=O)c1NC(=O)Cc1ccc(F)cc1` gave NPYLR7 ag 17 and hcGAS inh -4.
CCc1cccc2c(C(CC(=O)N3CCN(C/C=C/c4ccccc4)CC3)c3cccc(OC)c3)c[nH]c12 (stereo not given) was read as hcGAS inh -13 and mcGAS lum -11.
O=C(Nc1ccc2c(c1)OCO2)N1CCC(n2cc(-c3cccnc3)nn2)CC1 was read as NPYLR7 ag 5, hcGAS inh -9 and mcGAS lum -15.
`COc1ccc(S(=O)(=O)NCc2ccco2)c2ccccc12` gave NPYLR7 ag 5, hcGAS inh 0 and mcGAS lum -7.
`CCOC(=O)C1CCCN(C(=O)c2cccc(CSc3nc(C)c(C)c(N4CCCC4)n3)c2)C1` (stereo not given) gave NPYLR7 ag -1, hcGAS inh -4 and mcGAS lum -3.
`Nc1ccnc(C(=O)N2CCCCC2c2ccc(F)cc2)c1` (stereo not given) gave NPYLR7 ag 0 and hcGAS inh -8.
Screening CCc1nc2ccc(C(=O)N(CC)CCN(C)C)cn2c1N(C)C(=O)COc1ccccc1 returned NPYLR7 ag -3, hcGAS inh -3 and mcGAS lum -2.

Compounds listed so far that contain a Cl atom:
Cc1nn(C)c(Cl)c1C1CCCN1c1ccc2nnnn2n1 (stereo not given) was read as NPYLR7 ag -1 and hcGAS inh -6.
For O=C1CC2(CCN(C(=O)OCc3nc(-c4ccc(Cl)cc4)cs3)CC2)Oc2ccc(F)cc21 the results were NPYLR7 ag 0, hcGAS inh 0 and mcGAS lum -2.
For O=C(Cn1nc2c(c1NC(=O)c1ccccc1Cl)CSC2)NCCc1ccccc1 the results were NPYLR7 ag -3, hcGAS inh 3 and mcGAS lum -2.
For CC1(C)Cc2cccc(OCC(=O)NCc3nnnn3-c3ccc(Cl)cc3)c2O1 the results were NPYLR7 ag -1, hcGAS inh -5 and mcGAS lum -9.
Screening N=c1n(CCN2CCCCC2)c2ccccc2n1CC(O)c1ccc(Cl)c(Cl)c1 (stereo not given) returned NPYLR7 ag -19 and hcGAS inh 1.
Screening Cc1cccc(Oc2cc(N3CCN(C(=O)c4ccc(Cl)cc4Cl)C(C)C3)ncn2)c1 (stereo not given) returned NPYLR7 ag -7, hcGAS inh -1 and mcGAS lum 0.
COc1ccc(CCNC(=O)c2ccccc2N2CCC(NC(=O)Nc3cccc(Cl)c3)CC2)cc1 was read as NPYLR7 ag 8, hcGAS inh -5 and mcGAS lum -4.
Screening COc1ccc(Br)cc1C1=N/C(=C\C(Cl)=C\c2ccccc2)C(=O)O1 returned NPYLR7 ag -1 and hcGAS inh -8.
CCC(C(=O)Nc1cc(-c2ccc(Cl)cc2)nn1-c1ccc(Br)cc1)c1ccccc1 (stereo not given) was read as NPYLR7 ag 18, hcGAS inh -7 and mcGAS lum -8.

Outcome played no part in choosing rows; about 0.29% have a hit in one of these screens.
